Compound activity: PubChem, several laboratories
Rpn11 block = blocks the human proteasome subunit Rpn11 | O00487 | human 26S proteasome, Ub4-pepOG fluorescence polarization; 20S core pre-blocked with epoxomicin | calls only at 20 µM | 0.59% of 360,000 active | AID 588493;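 active = inhibition at 20 µM, scaled to each plate's controls, above about 33%, limit read from the data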
NadD inh = inhibitors of Staphylococcus aureus NadD | purified NadD enzyme, colorimetric absorbance read-out | inhibition, % at 20 µM | 0.78% of 360,000 active; in the data active = inhibition above about 26%; note: some compounds past the cut are filed as inactive
Neddylation inh = blocks human cullin neddylation | P61081+Q13564 | TR-FRET cullin neddylation, biochemical | calls only at 25 µM | 0.58% of 360,000 active | AID 651699; in the data active = inhibition above about 36%
Rin1 Abl inh = human Rin1-Abl interaction inhibition; P00519+Q13671; TR-FRET Rin1/Abl binding, biochemical; inhibition, % at 7.35 µM; 0.4% of 360,000 active; in the data active = inhibition above about 5%, passing the limit was not always enough
PABP1 MLLE inh = blocks PAM2 peptide binding to the PABP1 MLLE domain; GST-MLLE / FITC-PAM2 fluorescence polarization; inhibition, % at 20 µM; P11940; 0.36% of 360,000 active; in the data active = inhibition above about 35%, passing the limit was not always enough;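 note: plate controls were DMSO wells with GST-MLLE for no effect and wells lacking GST-MLLE protein for full effect; some results filed as inactive read as strong as hits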
MT1-MMP act inh = MT1-MMP (human) activation inhibition; 0.061% of 360,000 active; HT1080 RFP-PRO-GFP cells, GFP/RFP ratio fluorescence, overnight; percent of plate control window, DMSO zero; GFP/RFP ratio change, % at 20 µM;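 active = GFP/RFP ratio change of at least 30% with cell ATP level not reduced by more than half and red fluorescence within 50% of control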; note: strong numbers were not always called active
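Assay system: RFP-PRO-GFP reporter HT1080 cells; read-out basis: GFP/RFP fluorescence ratio; benchmarks: DMSO wells and RFP-L50D-GFP cells; doses: 20 µM single dose, 1% DMSO; schedule: overnight cell settling, then overnight compound exposure, 37 °C, 5% CO2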
CSN inh = blocks human CSN-mediated cullin deneddylation; Purified CSN, SCF-Nedd8-OG deneddylation, fluorescence polarization; inhibition, % at 12.5 µM; 0.38% of 360,000 active; AID 651999;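 active = pattern-corrected inhibition above about 35%, with an unprinted fluorescence ratio check between 0.5 and 1.5, limit read from the data, passing the limit was not always enough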;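 note: 0% = enzyme with substrate and 100% = substrate without enzyme; some results filed as inactive read as strong as hits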
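Material: human Csn5 produced in HEK293T cells; Input: enzyme 0.24 nM; Reagent: SCFSkp2-Nedd8OG substrate at 10 nM final; Dosing: 12.5 µM compound; Incubation: 90 min reaction at room temperature; Detection: fluorescence polarization of the substrate; Evaluation: % inhibition of substrate cleavage by Csn5; Control set: substrate-only high control, full reaction low control.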
SKN-1 inh = C. elegans SKN-1 inhibition; inhibition, % at 21.8 µM; 0.49% of 360,000 active; C. elegans VP596 Pgst-4::GFP/RFP ratio, acrylamide-induced, 24 h;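 active = interference check ratio from 0.5 to 1.5 plus GFP to RFP signal ratio inhibition reaching or exceeding a fixed threshold, cut at about 30% in these data, passing the limit was not always enough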; note: some compounds called inactive have numbers as strong as hits
FAS-TE inh = blocks the thioesterase domain of human fatty acid synthase. P49327. recombinant FAS-TE, OMFH fluorogenic substrate, fluorescence endpoint. inhibition, % at 15 µM. 0.67% of 360,000 active. AID 602261;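 active = compounds whose normalised, plate-corrected inhibition of enzyme fluorescence in the single-dose primary screen is 50% or more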;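 note: 0% = DMSO with enzyme and 100% = substrate without enzyme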
Target sequence (P49327 whole entry, looked up, the tested form may be a part): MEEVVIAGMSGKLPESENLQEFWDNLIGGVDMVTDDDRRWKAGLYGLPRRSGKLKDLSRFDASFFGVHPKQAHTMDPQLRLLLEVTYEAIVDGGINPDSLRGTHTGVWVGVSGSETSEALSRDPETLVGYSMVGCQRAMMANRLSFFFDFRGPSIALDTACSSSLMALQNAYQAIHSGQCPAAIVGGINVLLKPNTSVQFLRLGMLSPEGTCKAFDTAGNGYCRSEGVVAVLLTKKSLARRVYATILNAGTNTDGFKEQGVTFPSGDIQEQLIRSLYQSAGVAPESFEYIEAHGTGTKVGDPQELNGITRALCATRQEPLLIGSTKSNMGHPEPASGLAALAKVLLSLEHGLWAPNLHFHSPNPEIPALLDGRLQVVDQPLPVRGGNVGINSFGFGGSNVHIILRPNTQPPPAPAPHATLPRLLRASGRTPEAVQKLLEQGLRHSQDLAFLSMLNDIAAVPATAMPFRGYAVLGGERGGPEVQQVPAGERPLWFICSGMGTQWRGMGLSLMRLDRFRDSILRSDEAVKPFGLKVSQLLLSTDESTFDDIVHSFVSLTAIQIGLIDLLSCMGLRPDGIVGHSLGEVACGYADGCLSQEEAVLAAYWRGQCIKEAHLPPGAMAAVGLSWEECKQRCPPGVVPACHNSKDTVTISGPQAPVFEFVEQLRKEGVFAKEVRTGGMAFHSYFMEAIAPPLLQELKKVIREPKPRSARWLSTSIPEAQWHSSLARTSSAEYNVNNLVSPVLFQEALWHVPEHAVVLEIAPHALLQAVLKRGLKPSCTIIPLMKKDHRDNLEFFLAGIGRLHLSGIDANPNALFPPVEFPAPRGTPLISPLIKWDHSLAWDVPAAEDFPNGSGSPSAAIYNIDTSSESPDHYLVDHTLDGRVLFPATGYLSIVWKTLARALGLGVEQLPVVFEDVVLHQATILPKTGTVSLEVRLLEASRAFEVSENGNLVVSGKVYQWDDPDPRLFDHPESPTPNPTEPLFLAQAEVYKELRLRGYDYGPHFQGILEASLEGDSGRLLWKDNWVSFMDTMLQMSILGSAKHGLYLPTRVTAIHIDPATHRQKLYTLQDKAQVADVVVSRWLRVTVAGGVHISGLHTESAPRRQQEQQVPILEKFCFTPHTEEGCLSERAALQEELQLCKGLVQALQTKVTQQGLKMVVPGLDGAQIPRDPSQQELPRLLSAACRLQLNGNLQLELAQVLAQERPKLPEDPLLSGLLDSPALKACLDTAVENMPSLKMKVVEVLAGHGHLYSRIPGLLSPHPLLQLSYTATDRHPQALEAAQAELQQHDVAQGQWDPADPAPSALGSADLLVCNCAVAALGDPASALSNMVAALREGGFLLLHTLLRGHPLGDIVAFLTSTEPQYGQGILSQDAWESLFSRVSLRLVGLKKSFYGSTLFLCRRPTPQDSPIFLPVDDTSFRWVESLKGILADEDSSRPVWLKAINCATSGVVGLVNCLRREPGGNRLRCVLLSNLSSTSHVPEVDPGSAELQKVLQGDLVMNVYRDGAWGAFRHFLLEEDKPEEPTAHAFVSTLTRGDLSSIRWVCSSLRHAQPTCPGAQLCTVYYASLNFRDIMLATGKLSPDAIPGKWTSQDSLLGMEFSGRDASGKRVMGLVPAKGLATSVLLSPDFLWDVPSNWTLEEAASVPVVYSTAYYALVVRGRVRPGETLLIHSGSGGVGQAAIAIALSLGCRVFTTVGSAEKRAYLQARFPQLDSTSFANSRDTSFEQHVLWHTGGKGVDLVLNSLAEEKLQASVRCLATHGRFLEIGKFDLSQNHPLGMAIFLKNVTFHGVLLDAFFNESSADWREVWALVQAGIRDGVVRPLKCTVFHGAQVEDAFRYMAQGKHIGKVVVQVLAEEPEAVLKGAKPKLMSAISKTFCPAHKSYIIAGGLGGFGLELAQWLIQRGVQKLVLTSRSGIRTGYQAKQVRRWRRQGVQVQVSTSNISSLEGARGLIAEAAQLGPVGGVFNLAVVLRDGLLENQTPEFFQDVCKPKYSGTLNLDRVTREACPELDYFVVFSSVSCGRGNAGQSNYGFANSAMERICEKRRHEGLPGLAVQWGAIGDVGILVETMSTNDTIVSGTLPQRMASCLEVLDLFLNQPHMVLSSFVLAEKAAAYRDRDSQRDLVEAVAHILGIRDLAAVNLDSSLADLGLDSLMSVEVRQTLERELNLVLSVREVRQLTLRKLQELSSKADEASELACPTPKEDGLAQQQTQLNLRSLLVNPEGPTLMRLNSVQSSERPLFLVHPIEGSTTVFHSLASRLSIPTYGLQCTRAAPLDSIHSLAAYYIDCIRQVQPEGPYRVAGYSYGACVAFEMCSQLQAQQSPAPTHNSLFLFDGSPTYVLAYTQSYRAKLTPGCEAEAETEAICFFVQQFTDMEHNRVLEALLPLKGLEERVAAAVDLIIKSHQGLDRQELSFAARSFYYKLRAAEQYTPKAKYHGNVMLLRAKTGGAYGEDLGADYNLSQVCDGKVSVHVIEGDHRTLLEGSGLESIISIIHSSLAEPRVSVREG
An asterisk follows results filed as active.

Results for COc1ccc(NC(=O)Cn2nnc(C(=O)Nc3ccc(F)c(Cl)c3)c2N)cc1OC ?
Rpn11 block: inactive; NadD inh: 4; Neddylation inh: inactive; Rin1 Abl inh: 4; PABP1 MLLE inh: 14; CSN inh: 3; SKN-1 inh: 15; FAS-TE inh: 0

Results for CCN(CC)S(=O)(=O)c1ccc(N2CCOCC2)c(NC(=O)c2cccc3ccccc23)c1 ?
Rpn11 block: inactive; NadD inh: -5; Neddylation inh: inactive; Rin1 Abl inh: 3; PABP1 MLLE inh: 1; MT1-MMP act inh: 2; CSN inh: -3; SKN-1 inh: 6; FAS-TE inh: 22

Results for C#CCNC(=O)C[C@@H]1C[C@@]2(C(=O)OCC)CCCC=C2N(Cc2ccc(Cl)cc2Cl)C1=O ?
NadD inh: -2; Neddylation inh: inactive; MT1-MMP act inh: 1; CSN inh: -4; SKN-1 inh: 13; FAS-TE inh: 5

Results for COc1ccc(N2CCN(C(=O)CN3C(=O)c4ccccc4S3(=O)=O)CC2)cc1 ?
Rpn11 block: inactive; NadD inh: 1; Neddylation inh: inactive; Rin1 Abl inh: -1; PABP1 MLLE inh: -1; MT1-MMP act inh: -4; CSN inh: -2; SKN-1 inh: 12; FAS-TE inh: -2

What do the screens show for `COc1cc(S(=O)(=O)Nc2cccnc2)ccc1Cl`?
Rpn11 block: inactive; NadD inh: -1; Neddylation inh: inactive; Rin1 Abl inh: 0; PABP1 MLLE inh: -10; MT1-MMP act inh: 1; CSN inh: -2; SKN-1 inh: 9; FAS-TE inh: -3

Results for O=C(Cn1ccc(=O)[nH]c1=O)Nc1ccc(C(=O)O)c(O)c1 ?
Rpn11 block: inactive; NadD inh: 7; Neddylation inh: inactive; Rin1 Abl inh: 4; PABP1 MLLE inh: 1; MT1-MMP act inh: 1; CSN inh: 5; SKN-1 inh: 2; FAS-TE inh: -1

How did CCN1CCCC(OC(=O)c2cc(-c3ccccc3Cl)nc3ccccc23)C1 (stereo not drawn) do in these assays?
Rpn11 block: inactive; NadD inh: -5; Neddylation inh: inactive; Rin1 Abl inh: 2; PABP1 MLLE inh: 9; MT1-MMP act inh: 0; CSN inh: 3; SKN-1 inh: -3; FAS-TE inh: 10

Results for O=C(Nc1ccc(Cl)cn1)c1ccc2nccnc2c1 ?
Rpn11 block: inactive; NadD inh: 2; Neddylation inh: inactive; Rin1 Abl inh: -1; PABP1 MLLE inh: -38; MT1-MMP act inh: -4; CSN inh: 1; SKN-1 inh: 12; FAS-TE inh: -7

How did Cc1cc(NC(=O)c2ccc3c(c2)C(=O)N(Cc2ccccc2)C3=O)no1 do in these assays?
Rpn11 block: inactive; NadD inh: 0; Neddylation inh: inactive; Rin1 Abl inh: 2; PABP1 MLLE inh: 1; MT1-MMP act inh: 6; CSN inh: 1; SKN-1 inh: 0; FAS-TE inh: -8

What do the screens show for `COc1ccc(-n2cnc3cc(C(=O)NC4CCCC4)ccc32)cc1`?
Rpn11 block: inactive; NadD inh: -4; Neddylation inh: inactive; Rin1 Abl inh: 3; PABP1 MLLE inh: -7; MT1-MMP act inh: 4; CSN inh: -1; SKN-1 inh: 11; FAS-TE inh: 0

Results for C=CCOC(=O)/C(=C\c1ccccc1)NC(=O)c1ccc(C)cc1 ?
Rpn11 block: inactive; NadD inh: -1; Neddylation inh: inactive; Rin1 Abl inh: -2; PABP1 MLLE inh: 3; MT1-MMP act inh: -6; CSN inh: 3; SKN-1 inh: 8; FAS-TE inh: -4

How did O=c1[nH]c(SCC2CCCCO2)nc2ccccc12 (stereo not drawn) do in these assays?
Rpn11 block: inactive; NadD inh: 4; Neddylation inh: inactive; Rin1 Abl inh: -1; PABP1 MLLE inh: 7; MT1-MMP act inh: 3; CSN inh: 0; SKN-1 inh: 2; FAS-TE inh: -6

How did Cc1ccc(N2C(=O)CC(C)CC2=O)cc1 do in these assays?
Rpn11 block: inactive; NadD inh: -2; Neddylation inh: inactive; Rin1 Abl inh: 3; PABP1 MLLE inh: 13; MT1-MMP act inh: -4; CSN inh: -2; SKN-1 inh: 1; FAS-TE inh: -4

What do the screens show for `CC(C)c1ccc(NC(=O)C2(C)Cc3c(-c4cccc(C(F)(F)F)c4)ccnc3O2)cc1` (stereo not drawn)?
Rpn11 block: inactive; NadD inh: -1; Neddylation inh: inactive; Rin1 Abl inh: -1; PABP1 MLLE inh: 8; MT1-MMP act inh: -4; CSN inh: -2; SKN-1 inh: 7; FAS-TE inh: 20

What do the screens show for `CC1CCCN(C(=O)CSc2cnc3ccccc3n2)C1` (stereo not drawn)?
Rpn11 block: inactive; NadD inh: -4; Neddylation inh: inactive; Rin1 Abl inh: -30; PABP1 MLLE inh: -4; MT1-MMP act inh: -4; CSN inh: -1; SKN-1 inh: 8; FAS-TE inh: -2

How did Cc1ccc(NC(=O)/C(=C/c2ccncc2)NC(=O)c2ccccc2)cc1 do in these assays?
Rpn11 block: inactive; NadD inh: -4; Neddylation inh: inactive; Rin1 Abl inh: -3; PABP1 MLLE inh: 9; MT1-MMP act inh: 2; CSN inh: 2; SKN-1 inh: 4; FAS-TE inh: -9

How did CCOc1ccc(NC2=NC(C)(C)N=C(N)N2)cc1 do in these assays?
Rpn11 block: inactive; NadD inh: 1; Neddylation inh: inactive; Rin1 Abl inh: -3; PABP1 MLLE inh: 0; MT1-MMP act inh: 0; CSN inh: 6; SKN-1 inh: 20; FAS-TE inh: -7

Results for Cc1cc(=O)oc2c(C)c(OC(C)C(=O)Nc3ccc(N4CCC(C)CC4)cc3)ccc12 (stereo not drawn) ?
Rpn11 block: inactive; NadD inh: 17; Neddylation inh: inactive; Rin1 Abl inh: 1; PABP1 MLLE inh: -19; MT1-MMP act inh: 0; CSN inh: 3; SKN-1 inh: -1; FAS-TE inh: 11

Results for CC1(C)CC(=O)C2=C(C1)OC(/N=C/N1CCCC1)=C(C#N)C2c1ccccc1 (stereo not drawn) ?
Rpn11 block: inactive; NadD inh: -5; Neddylation inh: inactive; Rin1 Abl inh: -2; PABP1 MLLE inh: -6; MT1-MMP act inh: 1; CSN inh: 1; SKN-1 inh: -15; FAS-TE inh: -5

Results for CC(/C=N/NC(=O)c1cc(-c2cccnc2)nc2c1c(C)nn2-c1ccccc1)=C\c1ccccc1 ?
Rpn11 block: inactive; NadD inh: 24; Rin1 Abl inh: 2; PABP1 MLLE inh: 12; MT1-MMP act inh: 5; CSN inh: -7; SKN-1 inh: -20; FAS-TE inh: 11

Part of the list above in order of number of heavy atoms, low to high:
Results for C=CCOC(=O)/C(=C\c1ccccc1)NC(=O)c1ccc(C)cc1 ?
Rpn11 block: inactive; NadD inh: -1; Neddylation inh: inactive; Rin1 Abl inh: -2; PABP1 MLLE inh: 3; MT1-MMP act inh: -6; CSN inh: 3; SKN-1 inh: 8; FAS-TE inh: -4

What do the screens show for `COc1ccc(-n2cnc3cc(C(=O)NC4CCCC4)ccc32)cc1`?
Rpn11 block: inactive; NadD inh: -4; Neddylation inh: inactive; Rin1 Abl inh: 3; PABP1 MLLE inh: -7; MT1-MMP act inh: 4; CSN inh: -1; SKN-1 inh: 11; FAS-TE inh: 0

How did Cc1ccc(NC(=O)/C(=C/c2ccncc2)NC(=O)c2ccccc2)cc1 do in these assays?
Rpn11 block: inactive; NadD inh: -4; Neddylation inh: inactive; Rin1 Abl inh: -3; PABP1 MLLE inh: 9; MT1-MMP act inh: 2; CSN inh: 2; SKN-1 inh: 4; FAS-TE inh: -9

Results for CCN(CC)S(=O)(=O)c1ccc(N2CCOCC2)c(NC(=O)c2cccc3ccccc23)c1 ?
Rpn11 block: inactive; NadD inh: -5; Neddylation inh: inactive; Rin1 Abl inh: 3; PABP1 MLLE inh: 1; MT1-MMP act inh: 2; CSN inh: -3; SKN-1 inh: 6; FAS-TE inh: 22

The list continues.
How did O=C(Cn1nc(Cl)nc1Cl)c1cc2ccccc2oc1=O do in these assays?
Rpn11 block: inactive; NadD inh: 3; Neddylation inh: inactive; Rin1 Abl inh: 1; PABP1 MLLE inh: 19; MT1-MMP act inh: -5; CSN inh: 5; SKN-1 inh: -3; FAS-TE inh: -9

How did Cc1ccc(-n2c(C)cc(C(=O)Cn3nc(C(=O)O)c4ccccc4c3=O)c2C)cc1 do in these assays?
Rpn11 block: inactive; NadD inh: 14; Neddylation inh: inactive; Rin1 Abl inh: 0; PABP1 MLLE inh: -4; MT1-MMP act inh: 4; CSN inh: 1; SKN-1 inh: 4; FAS-TE inh: 49

Results for Cc1nc(SCC(=O)N(C)Cc2ccco2)c2c(C)c(C)sc2n1 ?
Rpn11 block: inactive; NadD inh: 3; Neddylation inh: inactive; Rin1 Abl inh: -3; PABP1 MLLE inh: -1; MT1-MMP act inh: -1; CSN inh: 4; SKN-1 inh: -6; FAS-TE inh: 2

How did Cc1ccc(N(CC(=O)NCCc2ccccc2)C(=O)CCC(=O)Nc2cc(C)ccn2)cc1 do in these assays?
Rpn11 block: inactive; NadD inh: 2; Neddylation inh: inactive; Rin1 Abl inh: 4; PABP1 MLLE inh: 1; MT1-MMP act inh: -6; CSN inh: 3; SKN-1 inh: 15; FAS-TE inh: 5

Results for O=C(CSc1nnc(CNC(=O)c2ccccc2F)o1)Nc1ccc2c(c1)OCCO2 ?
Rpn11 block: inactive; NadD inh: -3; Neddylation inh: inactive; Rin1 Abl inh: -5; PABP1 MLLE inh: 47*; MT1-MMP act inh: 5; CSN inh: -1; SKN-1 inh: -2; FAS-TE inh: -10

Results for O=C(NCc1ccccc1)C(c1ccco1)N1CCN(C(=O)C2CCCO2)CC1 (stereo not drawn) ?
Neddylation inh: inactive; MT1-MMP act inh: 3; CSN inh: -1; SKN-1 inh: -6

How did CC(C)CN(C(=O)c1ccc(Br)o1)C1CCS(=O)(=O)C1 (stereo not drawn) do in these assays?
Rpn11 block: inactive; NadD inh: -1; Neddylation inh: inactive; Rin1 Abl inh: 6; PABP1 MLLE inh: 7; MT1-MMP act inh: 3; CSN inh: 1; SKN-1 inh: -3; FAS-TE inh: -6

How did COC(=O)/C=C/C(=O)Nc1ccc(O)c(Cl)c1 do in these assays?
Rpn11 block: inactive; NadD inh: -1; Neddylation inh: inactive; Rin1 Abl inh: -1; PABP1 MLLE inh: -3; MT1-MMP act inh: 0; CSN inh: -7; SKN-1 inh: -3; FAS-TE inh: -9

What do the screens show for `COc1ccc(NCc2nnc(SCC(=O)c3ccc(OC)cc3)o2)cc1`?
Rpn11 block: inactive; NadD inh: -1; Neddylation inh: inactive; Rin1 Abl inh: -2; PABP1 MLLE inh: 13; MT1-MMP act inh: 6; CSN inh: 1; SKN-1 inh: 10; FAS-TE inh: -1

What do the screens show for `Cc1nc2cc(N3CCOCC3)c(NC(=O)C3CC3)cc2c(=O)n1Cc1ccccc1`?
Rpn11 block: inactive; NadD inh: 7; Neddylation inh: inactive; Rin1 Abl inh: -1; PABP1 MLLE inh: -4; MT1-MMP act inh: 6; CSN inh: 0; SKN-1 inh: 14; FAS-TE inh: -6

How did Cc1ccc(CCNC(=O)C2CCC(=O)N2Cc2cccnc2)cc1 (stereo not drawn) do in these assays?
Rpn11 block: inactive; NadD inh: -1; Neddylation inh: inactive; Rin1 Abl inh: -1; PABP1 MLLE inh: -4; MT1-MMP act inh: 0; CSN inh: 4; SKN-1 inh: 4; FAS-TE inh: -10

What do the screens show for `Cc1ccc(C(=O)NC(=S)Nc2cccc3nsnc23)cc1`?
Rpn11 block: inactive; NadD inh: -1; Neddylation inh: inactive; Rin1 Abl inh: -1; PABP1 MLLE inh: 15; MT1-MMP act inh: -1; CSN inh: 0; SKN-1 inh: 10; FAS-TE inh: 13
